OXTR agonist = agonists of human oxytocin receptor; P30559; CHO-OTR cells, Fluo-8 calcium fluorescence; normalized: DMSO 0%, oxytocin 100%; activation, % at 3 µM; 320,000 tested, 0.32% active; AID 2435;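 active = activation above the mean of all tested compounds plus 3 SD, cutoff set per screening run, cut at about 20% in these data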;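 also: peak over basal fluorescence ratio from a 100 s FLIPR kinetic read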
OXTR potentiate = potentiators of human oxytocin receptor | P30559 | CHO-OTR cells, Fluo-8 calcium fluorescence, potentiator mode; 0% = oxytocin EC15, 100% = EC100 | activation, % at 3 µM | 320,000 tested, 0.061% active | AID 2445;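 active = activation above that plate's cutoff, the mean activation of tested compounds plus 3 SD, cut at about 6.6% in these data, passing the limit was not always enough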;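 also: 100% uses oxytocin at 75 nM as the full agonist control; some results filed as inactive read as strong as hits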
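Material: CHO-OTR cells, human receptor; compound dosing: single dose, 3.0 µM nominal final compound concentration; schedule: 6 min compound pre-incubation at room temperature, 100 s kinetic read; measured by: kinetic Fluo-8 calcium fluorescence; read-out basis: % activation vs EC15 and EC100 oxytocin; controls: EC15 oxytocin alone as 0%, 75 nM oxytocin as 100%; replicates: singlicate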
CHRM1 agonist = human M1 muscarinic receptor agonism | CHO-K1 hM1, Fluo-8 calcium fluorescence, agonist mode; 0% DMSO, 100% acetylcholine EC100 | activation, % at 3 µM | AID 588814 | 360,000 tested, 0.33% active;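 active = activation above the run's mean compound activation plus 3 SD, cut at about 16% in these data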;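 also: peak over basal fluorescence ratio within a 140 s kinetic read after compound addition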
V1aR counter = activates human V1a receptor in oxytocin agonist counter-screen. CHO-V1R cells, Fluo-8 calcium fluorescence, agonist mode; 0% DMSO, 100% 3 nM vasopressin. 320,000 tested, 0.25% active. P37288. activation, % at 3 µM;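 active = activation above the mean activation of all tested compounds plus 3 SD, per screening run, cut at about 20% in these data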;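 also: signal is peak over basal fluorescence ratio across a 100 second FLIPR read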
Target sequence (P37288 whole entry, looked up): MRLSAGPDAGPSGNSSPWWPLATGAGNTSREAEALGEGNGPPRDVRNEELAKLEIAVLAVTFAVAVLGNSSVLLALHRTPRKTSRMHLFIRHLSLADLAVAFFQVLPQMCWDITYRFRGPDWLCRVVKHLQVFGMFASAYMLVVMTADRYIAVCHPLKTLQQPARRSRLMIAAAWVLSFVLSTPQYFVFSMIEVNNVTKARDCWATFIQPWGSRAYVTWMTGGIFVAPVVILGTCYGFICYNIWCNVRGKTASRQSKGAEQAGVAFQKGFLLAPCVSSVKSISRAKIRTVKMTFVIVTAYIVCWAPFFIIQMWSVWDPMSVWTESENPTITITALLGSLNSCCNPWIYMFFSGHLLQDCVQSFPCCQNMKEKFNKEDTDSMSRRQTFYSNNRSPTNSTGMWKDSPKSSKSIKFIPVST
M1 antag = antagonists of human M1 muscarinic receptor; CHO-K1 hM1, Fluo-8 calcium fluorescence, ACh EC80 antagonist; inhibition, % at 3 µM; 360,000 tested, 1.3% active; AID 588852;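 active = percent inhibition above its own plate's cutoff, namely the mean of that plate's compound wells plus 3 SD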;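 also: peak over basal fluorescence ratio during 140 s after agonist addition; 0% = ACh EC80 plus DMSO and 100% = DMSO alone without agonist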
TAAR1 antag = antagonists of human TAAR1; inhibition, % at 3 µM; CHO RD-HGA16 TAAR1, Fluo-8 calcium fluorescence, antagonist; Q96RJ0; AID 624466; 360,000 tested, 1.5% active;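 active = inhibition above a per-plate cutoff, the mean inhibition of test compounds on that plate plus 3 SD, cut at about 49% in these data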;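 also: 0% = DMSO plus EC80 beta-PEA response and 100% = DMSO alone without agonist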
Target sequence (Q96RJ0 whole entry, looked up): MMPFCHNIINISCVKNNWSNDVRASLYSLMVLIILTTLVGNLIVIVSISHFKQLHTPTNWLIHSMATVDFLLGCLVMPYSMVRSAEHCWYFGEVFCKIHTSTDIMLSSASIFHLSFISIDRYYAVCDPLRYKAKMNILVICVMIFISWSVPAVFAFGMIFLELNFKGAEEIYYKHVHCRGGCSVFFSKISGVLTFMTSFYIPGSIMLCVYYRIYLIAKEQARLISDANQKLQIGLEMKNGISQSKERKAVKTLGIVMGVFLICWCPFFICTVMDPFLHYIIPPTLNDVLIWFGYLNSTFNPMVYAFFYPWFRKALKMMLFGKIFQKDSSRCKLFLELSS
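Material: CHO RD-HGA16 cells bearing hTAAR1; compound dosing: one-point dosing, 3 µM nominal final; schedule: dye loading 75 min at 37 °C, then 30 min room temperature; measured by: calcium fluorescence with Fluo-8; control set: vehicle and agonist controls; replication: n of 1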
CHO parental Ca = counter-screen: ATP calcium response change in parental CHO cells; 330,000 tested, 0.63% active; parental CHO-K1, ATP-induced calcium, Fluo-8 fluorescence; AID 463079; inhibition, % at 5.6 µM;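 active = inhibition above that plate's mean sample inhibition plus 3 SD, cut at about 26% in these data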;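 also: 0% = ATP-challenged DMSO wells and 100% = DMSO wells without ATP; some compounds past the cut are filed as inactive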
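Measured by: calcium-sensitive Fluo-8 fluorescence / Test system: CHO parental line / Controls: ATP-challenged DMSO wells low, unchallenged DMSO wells high / Measure: % inhibition / Compound: single nominal dose of 5.6 µM per compound / Replicates: single well per compound, no replicates / Reagent: ATP as calcium-mobilizing challenge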
TAAR1 ag = human TAAR1 agonism; AID 624467; CHO RD-HGA16 TAAR1, Fluo-8 calcium fluorescence; vehicle wells 0%, saturating PEA agonist 100%; 360,000 tested, 0.99% active; activation, % at 3 µM; Q96RJ0;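 active = activation above the mean activation of all test compounds in the run plus 3 SD, cut at about 38% in these data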
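Benchmarks: low control DMSO, high control PEA (EC100); System: CHO RD-HGA16 cells carrying human TAAR1 plus Gα16; Detection: Fluo-8 fluorescence, 5 s baseline then 140 s kinetic read; Schedule: 17-24 h plating, Fluo-8 75 min 37 °C, 30 min RT; Read-out basis: % activation from peak over basal fluorescence ratio, DMSO-to-PEA scaled.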
M1 PAM = potentiates human M1 receptor response to acetylcholine. AID 588819. P11229. activation, % at 3 µM. CHO-K1 hM1, Fluo-8 calcium fluorescence, ACh EC20; 0% = ACh EC20, 100% = maximal ACh. 360,000 tested, 0.088% active; in the data active = activation above about 19%, passing the limit was not always enough
* hit, by the source's call; / = not tested or not shown.

compound	OXTR agonist	OXTR potentiate	CHRM1 agonist	V1aR counter	M1 antag	TAAR1 antag	CHO parental Ca	TAAR1 ag	M1 PAM
COc1ccc(C2SCC(C(=O)O)N2C(C)=O)cc1OC (stereo not given)	-0.1	-3	-4	-0.6	-19	-17	10	1	12
COc1ccc(Nc2cc(C)nc3nc(C)nn23)cc1Cl	-1.0	-7	-4	-0.5	-24	-6	-5	-1	14
COc1ccc(C(CC(=O)O)NC(=O)COc2cc(C)ccc2C)cc1OC (stereo not given)	0.3	-4	-3	-0.1	-3	2	3	0	8
CCN(N)C(=S)Nc1ccc(F)cc1	-0.8	6	-7	-0.2	10	14	-7	-1	-2
CC(=O)c1cccc(NC(=S)NC2CCCCCCC2)c1	/	/	-1	/	25	4	/	1	-12
CN(C)c1cccc(C(=O)OCCCC(=O)c2ccc(F)cc2)c1	-2.1	3	-5	-0.6	0	7	-14	0	-4
CCOc1ccc(/C=C2/SC(=O)NC2=S)cc1	4.4	-6	-1	5.5	20	10	12	-2	-9
CC(=O)Nc1ccc(C(=O)CSc2nnnn2C(C)C)cc1	1.6	-4	0	0.1	-6	6	-9	0	8
COc1cc(/C=C2\SC(c3ccc(C)cc3)=NC2=O)cc(OC)c1OC	1.9	-7	-4	1.1	-1	/	-20	/	3
O=C1CCSc2ccc(Cl)cc2N1Cc1ccc(Cl)cc1	-2.5	-16	-8	0.0	12	24	-17	10	-16
COCCCNC(=O)C1=CCN(S(=O)(=O)c2ccc(C)cc2)CC1	-1.1	-15	-1	-0.1	8	-7	-7	4	-1
COc1ccc(CN2C3CCCC2CC(NC(=O)Nc2ccccc2)C3)cc1 (stereo not given)	4.0	-6	-4	1.0	22	0	-11	5	-14
COc1ccc(C(N)c2csc(Nc3nncc4ccccc34)n2)cc1 (stereo not given)	/	/	4	/	17	46	/	42*	-4
COCCN(CCOC)C(=O)C1CCN(c2ccc(S(=O)(=O)N3CCOCC3)cc2[N+](=O)[O-])CC1	-0.7	-7	-2	0.3	-6	-5	-1	2	10
COc1ccc(C(=O)N2CCC(n3c(C)nc4cc(F)ccc43)CC2)cc1	2.1	-5	3	-0.6	-7	13	-19	13	6
Cc1ccc(C(=O)Nc2cccc(C(=O)N/N=C/c3ccc(F)cc3)c2)cc1	4.1	-13	0	10	11	63*	-3	11	-14
COc1ccc(/C=N/c2oc(-c3ccccc3)cc2C#N)cc1	-1.1	-12	-4	0.6	-1	1	2	0	6
COc1ccc(/C=N/NC2=NS(=O)(=O)c3ccccc32)cc1	-1.2	-18	-4	0.0	-9	7	-4	0	4
C=CCc1cc(OC)ccc1OCCOCCC(C(=O)OCC)C(=O)OCC	-2.3	2	-2	-0.5	-12	19	-18	7	5
CC(C)C[C@H](NC(=O)c1nc[nH]c1C(=O)N[C@@H](CCCCN)C(=O)OC(C)(C)C)C(=O)OC(C)(C)C	-0.2	-5	-3	-0.7	-2	/	-4	/	10
O=[N+]([O-])c1cc(CN2CCN(c3cccc(C(F)(F)F)c3)CC2)c2cccnc2c1O	1.0	-10	/	0.1	/	-4	-9	12	/
O=C(CCS(=O)(=O)Cc1ccccc1)N1CCN(c2ccccc2)CC1	0.5	-4	-1	-0.3	-4	1	-10	9	6
COC(=O)CNC(=O)CCCCC(=O)NCC(=O)OC	0.5	-5	-2	0.0	-4	3	-2	9	0
O=Cc1cn(-c2ccccc2)nc1-c1ccccc1	-1.2	-6	-5	-0.6	-11	-7	0	-1	7
COc1ccc(C(=O)Cc2ccc(F)cc2)c(OC)c1	-2.9	-11	-8	-0.8	-2	-14	-6	-1	4
CCOc1ccc(OCC(=O)Nc2ccccc2N2CCCC2)cc1	-1.6	-8	-5	-0.3	0	28	-28	2	-2
Cc1cccc2cc(CN(Cc3ccccc3)C(=S)NCCCN(C)C)c(=O)[nH]c12	1.8	-5	-15	0.8	-6	4	-14	14	12
O=C(C[C@H]1C[C@H](C(=O)N2CCOCC2)[C@@]2(CCC3CCCC3)c3[nH]c4ccc(Cl)cc4c3CCN2C1=O)NCCCn1ccnc1	/	/	-11	/	-8	-8	-13	0	2
COc1cccc(C(c2nnnn2Cc2ccccc2)N2CCN(C3CCCC3)CC2)c1OC (stereo not given)	0.6	-2	-4	1.9	5	53*	1	24	-7
COc1cc(NC(=O)CN2CCCCC2)c(C)cc1[N+](=O)[O-]	-1.4	-3	-5	-0.8	8	3	-13	1	-6

Copied from the list:
CHO parental Ca with COc1cc(/C=C2\SC(c3ccc(C)cc3)=NC2=O)cc(OC)c1OC : -20
CHRM1 agonist with O=C1CCSc2ccc(Cl)cc2N1Cc1ccc(Cl)cc1 : -8

Records listed so far shown as hits in TAAR1 ag:
| SMILES | OXTR potentiate | CHRM1 agonist | M1 antag | TAAR1 antag | TAAR1 ag | M1 PAM |
| --- | --- | --- | --- | --- | --- | --- |
| COc1ccc(C(N)c2csc(Nc3nncc4ccccc34)n2)cc1 (stereo not given) | / | 4 | 17 | 46 | 42* | -4 |

Later entries:
compound	OXTR agonist	OXTR potentiate	CHRM1 agonist	V1aR counter	M1 antag	TAAR1 antag	CHO parental Ca	TAAR1 ag	M1 PAM
CNC(=S)N1CCN(c2nc(-c3cccc(OC)c3)cs2)CC1	1.5	-2	-3	3.0	-11	9	-6	3	-3
CC1(C)CC(NC(=O)c2ccccc2Cl)CC(C)(C)N1	-0.1	-2	-2	0.8	6	-22	-6	9	0
CCc1ccccc1NC(=O)CN1CCN(C(=O)CNC(=O)c2ccc(N3CCCC3=O)cc2)CC1	-0.1	2	-2	0.0	17	0	-12	1	-5
NC(=O)CSc1ccc(-c2ccc(F)cc2)nn1	-0.6	-8	-5	-0.4	3	-6	-13	10	-3
CC1(c2ccc(Cl)cc2)NC(=O)N(CC(=O)NC2CCCCC2)C1=O (stereo not given)	3.7	-4	3	5.8	-4	1	-17	2	2
COC(=O)c1ccc(-c2ccc(/C=N/N3C(=O)C4C5C=CC(C6CC56)C4C3=O)o2)cc1 (stereo not given)	2.3	-7	-2	3.9	4	62*	-6	18	0
COc1cccc(/C=C/C(=O)Nc2ccc3[nH]c(=O)[nH]c3c2)c1	-0.4	-3	-4	0.8	12	-5	-12	0	-1
CCN(CC(=O)Nc1c(F)cccc1F)C(=O)Cc1ccccc1	0.0	-8	-2	0.4	-8	3	-2	1	7
CNC(=S)N(Cc1ccc(OC)cc1)Cc1cc2cc(C)ccc2[nH]c1=O	-0.6	-5	-5	0.9	11	4	-5	2	-10
O=C(NNC(=O)c1ccccc1Br)c1ccc(Cl)cc1	-0.3	-7	-3	0.2	-9	7	-4	-2	3
CC1(C)Cc2ccccc2C(COc2ccccc2)=N1	/	/	-7	/	-6	-27	/	2	-2
COC(=O)C1CCN(C(=O)/C=C/c2ccc3c(c2)OCO3)CC1	1.2	-13	-3	0.0	-2	7	-7	-1	-1
O=C(COc1ccccc1)N1CCN(S(=O)(=O)c2ccc(Cl)cc2)CC1	3.9	-9	0	3.5	7	11	-17	1	-6
CCOc1ccc(C2NC(=S)NC3=C2CCc2ccccc23)cc1 (stereo not given)	-2.3	2	-5	0.4	6	-48	-12	1	1
O=C(Nc1ccc(N2CCOCC2)cc1)c1csc([C@H]2C[C@H](O)[C@@H](CO)O2)n1	/	/	-1	/	-6	-21	/	2	7
NC(=O)C1CCN(c2ncnc3c2c(-c2ccccc2)cn3-c2ccccc2)CC1	1.6	-8	2	2.0	-7	64*	-4	8	1
CC1(OC(=O)CCc2ccccc2)C(=O)C=C2C=C(c3ccc(C#N)cc3)N(CC3CC3)C=C2C1=O (stereo not given)	-0.7	-6	-2	-0.3	2	7	-10	0	5
Cc1cc(SCc2cc(=O)[nH]c3ccccc23)nc2ccccc12	-0.9	-2	0	0.6	-10	-20	-46	8	10
COc1ccc(N2CCN(C(=O)CSc3nnc(NC(=O)C4CC4)s3)CC2)cc1	-0.8	-4	-5	-1.3	-2	-29	-21	4	3
CCOc1cc(/C=C2\SC(=NC)N(C)C2=O)c(Br)cc1OC(C)=O	-0.6	-7	-2	0.0	-9	-16	-17	0	3
CN(C)CCOC(=O)c1ccc2c(c1)S(=O)(=O)c1ccccc1C2=O	-0.2	-10	-2	-0.4	-14	-24	-6	1	11
CC(C)Cc1nc(S(=O)(=O)c2ccc(Cl)cc2)c(N2CCOCC2)o1	0.8	-10	-2	0.8	-9	/	-15	/	8
Cc1c(NC(=S)N2CCN(c3ccc(F)cc3)CC2)c(=O)n(-c2ccccc2)n1C	-0.6	-5	-4	0.1	-12	7	-6	5	9
O=C(c1ccco1)N1CCN(c2c(-c3ccccc3)c3cc(Cl)ccc3[nH]c2=O)CC1	0.6	-8	1	0.4	13	-10	-13	8	-5
Cc1ccc(-c2cc(C(=O)O)c3ccccc3n2)s1	/	/	-3	/	4	6	/	1	25
CC1C(=O)N2CCCc3cc(NC(=O)C(=O)NCCCc4ccccc4)cc1c32 (stereo not given)	-2.0	-3	-6	-0.7	-3	-31	-34	-2	1
CCCCCC(C)n1[nH]c(=O)c2c(C)cc(C)nc21 (stereo not given)	-1.3	-1	-7	-1.5	-6	-16	-7	-1	1
CCCOc1ccc(C2C(C(=O)OC)=CN(CCOC)C=C2C(=O)OC)cc1	-2.8	-2	-4	-1.1	-8	-15	-12	-1	6
COC(=O)/C=C1/S/C(=N/NC(=O)c2ccccc2C)NC1=O	0.3	-4	-4	0.8	-8	-10	-13	11	11
O=C(Cc1ccc(S(=O)(=O)N2CCOCC2)s1)NCCOc1ccccc1	-0.5	-4	-1	-0.7	-2	-11	-3	2	4
C/C(=N\NC(=O)c1cccc(S(=O)(=O)N2CCCC2)c1)c1ccccc1F	-0.6	-14	-6	-0.3	-5	0	2	1	4
O=C(CC1C(=O)NCCN1Cc1ccc(F)cc1Cl)NC1CCCCCCC1 (stereo not given)	-0.1	-14	-4	-0.5	-5	-30	-20	11	-1
CC(=O)Nc1cccc(-c2csc(C(NC(C)=O)c3ccc(F)c(F)c3)n2)c1 (stereo not given)	/	/	-2	/	-10	-5	/	1	8

Bioassay records from PubChem.

The order is random; about 3.7% have a hit in one of these screens.
